RXFP1 antag: antagonists of human relaxin receptor RXFP1; HEK293-RXFP1, relaxin-stimulated cAMP HTRF, 30 min; hits give low values; AID 1259400; Q9HBX9; activity change, negative = inhibition, % at 57.5 µM; 350,000 tested, 0.59% active;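 active = activity change of -60% or lower, but not beyond a set lower limit; inconclusive = change between -60% and -40%, or beyond the set limit; inactive = change above -40%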; also: % is scaled to controls: 0 for no effect and ±100 for the full control effect
TRHR enhancer: allosterically enhances the human TRH receptor; TRHR cells, fluo-8 calcium fluorescence, EC20 TRH enhancement; enhancement, % at 2 µM; 360,000 tested, 0.66% active; in the data active = enhancement above about 30%; also: 0% is about no effect
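Enhancer read-out: after compound pinning and an initial kinetic agonist-mode read, an EC20 of TRH (10 nM final) was injected and fluo-8 calcium signal (Ex 480/Em 530) followed at 1 s/cycle for 100 cycles in TRHR-expressing cells.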
RXFP1 ag: RXFP1 (human) receptor agonism; Q9HBX9; HEK293T-RXFP1 cAMP TR-FRET, 30 min; response scale: percent of porcine relaxin response, buffer zero; Potency, µM (titrated, usually from 57.5 µM), for inactives: top-dose activation, actives largely listed as activators; 370,000 tested, 0.3% active; AID 2676; also: potency is read from the fitted curve at half-maximal effect; % is scaled to controls: 0 for no effect and ±100 for the full control effect; nearly all actives have a fitted effect of over 60% in size; many of its hits are not listed in these tables
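Agonist response is measured as cAMP accumulation in an RXFP1-transfected HEK293T line under PDE4 inhibition. Values are scaled between buffer-only and 29 nM porcine relaxin, and EC50s come from standard Hill equation fits.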
Apoferritin bind: binds horse apoferritin like a general anesthetic; P02791; apoferritin/1-aminoanthracene competitive binding, fluorescence; Potency, µM (doses to about 77.5 µM), for the others: at the highest dose activity change, negative = displacement, most hits filed as inhibitors; 350,000 tested, 0.074% active; AID 485281; also: potency is read from the fitted curve at half-maximal effect; % is scaled to controls: 0 for no effect and ±100 for the full control effect; nearly all actives have a fitted effect of over 20% in size
Target sequence (P02791 2-175 limits assumed): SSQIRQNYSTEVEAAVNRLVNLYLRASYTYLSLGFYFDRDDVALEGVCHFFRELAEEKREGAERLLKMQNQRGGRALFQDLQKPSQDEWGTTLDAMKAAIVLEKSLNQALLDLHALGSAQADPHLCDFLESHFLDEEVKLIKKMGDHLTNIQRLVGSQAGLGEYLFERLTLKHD
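Horse-spleen apoferritin (10 uM) was mixed with 50% saturated 1-aminoanthracene in PBS, exposed to compounds for 10 min at room temperature, and read for fluorescence (ex 380 nm, em 535 nm). Competitive displacement was fitted with a four-parameter Hill equation.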
D1 PAM: potentiators of human D1 dopamine receptor | HEK293 TREx D1 cells, calcium flux, dopamine EC20 potentiation | potentiation, % at 10 µM | 360,000 tested, 0.036% active | AID 504651; in the data active = potentiation above about 30%; also: 0% is about no effect
Target sequence (P21728 whole entry, looked up): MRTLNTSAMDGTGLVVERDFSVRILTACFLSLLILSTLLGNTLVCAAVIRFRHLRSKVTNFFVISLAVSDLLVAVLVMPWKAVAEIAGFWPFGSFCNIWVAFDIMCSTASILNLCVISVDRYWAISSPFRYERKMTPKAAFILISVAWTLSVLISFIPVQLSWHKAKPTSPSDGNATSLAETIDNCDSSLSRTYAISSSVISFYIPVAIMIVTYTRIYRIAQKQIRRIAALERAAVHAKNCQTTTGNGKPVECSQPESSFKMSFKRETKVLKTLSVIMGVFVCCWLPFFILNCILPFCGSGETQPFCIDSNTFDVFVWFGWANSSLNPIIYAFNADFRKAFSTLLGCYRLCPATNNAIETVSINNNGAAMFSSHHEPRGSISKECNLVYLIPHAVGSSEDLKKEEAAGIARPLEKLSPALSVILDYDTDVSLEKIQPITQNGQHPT
TRHR ag: agonists of human TRH receptor. P34981. TRHR cells, calcium flux fluo-8, FDSS agonist mode. activation, % at 2 µM. 360,000 tested, 0.18% active. AID 493084; in the data active = activation above about 30%; also: 0% is about no effect
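TRHR-expressing cells, plated overnight in medium with 10% serum, were loaded with fluo-8 calcium dye at room temperature. After a 10 s baseline, library compound was pin-added and calcium release was recorded kinetically (ex 480/em 530) as agonist response.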
D1 antag: antagonists of human D1 dopamine receptor; P21728; HEK293 TREx D1 cells, calcium flux, dopamine EC80; hits give low values; activity change, negative = inhibition, % at 10 µM; 360,000 tested, 3.2% active; in the data active = activity change below about -30%; also: % is scaled to controls: 0 for no effect and ±100 for the full control effect
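Kinetic fluorescence of a calcium dye serves as the read-out. D1-expressing Hek293 Trex cells, induced overnight at 30 C, are exposed to compound for 180 s before an EC80 dopamine addition, then read 180 s further.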
D1 agonist: human D1 receptor agonism | HEK293 T-REx D1 cells, calcium flux, agonist mode | activation, % at 2 µM | 360,000 tested, 1% active; in the data active = activation above about 30%; also: 0% is about no effect
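Tetracycline-induced HEK293 TREx D1 cells, force-coupled to calcium signalling, were dye-loaded with a no-wash calcium kit. Compound was pin-added after a 10 s baseline. Fluorescence was read kinetically at 1 cycle/s for 180 s, with calcium rises flagged as agonism.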
D2 PAM: positive allosteric modulators of human D2 dopamine receptor; HEK293 T-REx D2, calcium flux, EC20 dopamine potentiation; potentiation, % at 10 µM; 340,000 tested, 0.34% active;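 active = potentiation over 3 SD above the plate norm, cut at about 30% in these data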; also: 0% is about no effect
Target sequence (P14416 whole entry, looked up): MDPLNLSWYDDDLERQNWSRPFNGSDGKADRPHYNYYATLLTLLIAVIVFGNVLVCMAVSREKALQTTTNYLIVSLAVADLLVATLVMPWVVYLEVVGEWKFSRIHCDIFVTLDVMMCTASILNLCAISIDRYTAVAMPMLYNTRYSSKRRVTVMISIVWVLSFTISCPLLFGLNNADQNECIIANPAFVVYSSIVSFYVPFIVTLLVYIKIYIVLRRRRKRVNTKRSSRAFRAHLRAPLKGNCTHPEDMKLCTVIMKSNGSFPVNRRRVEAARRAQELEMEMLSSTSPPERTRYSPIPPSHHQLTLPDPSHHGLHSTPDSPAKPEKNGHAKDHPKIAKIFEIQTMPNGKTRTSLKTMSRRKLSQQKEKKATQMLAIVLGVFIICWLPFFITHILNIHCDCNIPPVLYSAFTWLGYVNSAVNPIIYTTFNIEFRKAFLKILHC
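Using a no-wash calcium dye in inducible, force-coupled HEK293 Trex cells expressing D2, we tracked fluorescence each second for 180 s after compound, then for 180 s after EC20 dopamine to detect augmented signalling.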
The depositor's hits bear a star; u = inconclusive; x = not tested or not shown; & = joins results of further samples; [ ] = dose if it differs, or a comment. Unless noted, calls follow the shape of the dose curve; as a rule, active = well fitted curve in the direction sought with a large enough effect; inconclusive = small, poorly fitted or top-dose-only effect, or another doubt; inactive = no such curve, though single readings can be large; an effect the other way counts as inactive or inconclusive. Some of the compounds tested; count on the stated rates, not on these rows.

Sequence of screens: RXFP1 antag | TRHR enhancer | RXFP1 ag | Apoferritin bind | D1 PAM | TRHR ag | D1 antag | D1 agonist | D2 PAM
> COc1ccc(N(CC(=O)N2CCN(c3ccc(F)cc3)CC2)S(=O)(=O)c2c(C)n[nH]c2C)cc1
    -20 | 12&-6 | -1.6%&0.0% | u | -8&2 | 0.1&0.4 | 6&-20 | -3&2 | -6&-7
> CC1CCCCC1NC(=O)CCn1c(=O)oc2ccccc21 (stereo not given)
    0 | -11 | -2.3% | 4% | -9 | 0.1 | 20 | -3 | 1
> Cc1ccc(NC(=O)Nc2c(C)n(C)n(-c3ccccc3)c2=O)cc1C
    -3 | -2 | 2.2% | -4% | -3 | 1.3 | 14 | -1 | -2
> COc1ccc2c(=O)cc(C(=O)O)oc2c1
    -8 | -1 | 0.5% | -2% | 3 | 0.4 | -7 | 3 | 1
> Cn1c(=O)c2c(nc(NCCCO)n2C/C=C/c2ccccc2)n(C)c1=O
    -4 | 6 | 6.6% | -8% | 0 | -0.3 | -5 | 1 | 13
> CCCN1C(=O)N(c2cccc(C)c2)C(C)(O)CC1(C)C (stereo not given)
    6 | -6 | -1.9% | u | -7 | -0.2 | -7 | 1 | -3
> Cc1nn2c(=O)cc(COC(=O)C(c3ccccc3)c3ccccc3)nc2s1
    x | 4 | -2.5% | 5% | -4 | -0.4 | -5 | 1 | -5
> NS(=O)(=O)c1ccc(NC(=S)NC(=O)/C=C/c2cccs2)cc1
    -19 | 1 | 5.0% | -4% | 0 | 0.1 | 29 | 0 | 4
> CCC(=O)N(CC)C1=C(O)c2ccccc2C(=O)C1=O
    7 | 2 | -5.4% | -19% | 1 | 0.0 | 19 | 2 | 2
> COc1ccc(OC)c2sc(N(CCCN(C)C)C(=O)c3ccc(S(=O)(=O)N4CCc5ccccc5C4)cc3)nc12
    x | -14 | -0.5% | x | 22 | 0.8 | -8 | 28 | -19
> CCCCOc1ccc2c(C)cc(=O)oc2c1OCCCC
    -18 | -9 | 0.5% | -17% | 14 | 1.2 | -13 | 4 | 11
> CCC(C)c1ccc(OCC(=O)Nc2cccc3ccc(C)nc23)cc1 (stereo not given)
    -14 | 0 | 1.3% | -12% | 3 | 1.5 | -2 | 3 | 8
> CCN1C/C(=C/c2ccc(N3CCOCC3)cc2)C(=O)/C(=C/c2ccc(N3CCOCC3)cc2)C1
    -13 | 4 | 3.4% | -4% | -6 | 28 | 5 | 88* | 0
> COc1ccc(NC(=O)C(=O)NCC(c2cccnc2)N2CCc3ccccc32)cc1OC (stereo not given)
    u | 12 | 3.4% | -5% | -4 | 0.4 | 0 | 1 | 7
> CCc1ccccc1OCCOc1ccc(C)cc1OC
    -28 | 5 | 1.8% | 3% | -3 | -0.4 | 8 | 6 | 1
> CCOC(=O)c1cccc(NS(=O)(=O)c2cn(C)c(C)n2)c1
    x | 4 | 1.7% | -1% | 0 | 0.0 | 1 | 0 | -2
> O=C(COC(=O)CCC(=O)c1ccc(F)cc1)Nc1ccc2[nH]c(=O)[nH]c2c1
    -4 | -6 | -1.0% | x | -5 | 0.0 | -29 | 0 | -4
> CCCN(CC#CC(O)(c1ccccc1)c1cccnc1)CCC (stereo not given)
    -1 | -2 | 1.0% | -15% | -3 | 0.0 | -12 | 6 | -10
> O=C(Nc1ccc2c(c1)CCCN2C(=O)c1cccs1)c1ccccc1C(F)(F)F
    -2 | 0 | 0.1% | -20% | -1 | 2.2 | 6 | 2 | 0
> O=C(CCCCCN1C(=O)CCC1=O)Nc1ccc(Br)cc1F
    -1 | 1 | -0.3% | -8% | 0 | 0.5 | 6 | -2 | x
> Cc1ccccc1Cn1nc(C)c(NC(=O)c2cc(CC(C)C)on2)c1C
    -11&-9 | 5&8 | 4.2%&0.4% | 7%&-12% | -12&0 | -0.1&-0.9 | 0&3 | 3&-1 | -5&-1
> O=C(NNC(=O)C12CC3CC(CC(C3)C1)C2)c1cnccn1
    x | -2 | -2.0% | -10% | -4 | -0.2 | -11 | 2 | -7
> NC(=O)CC(c1ccccc1)c1ccc2c(c1)OCO2 (stereo not given)
    -6 | 33* | 1.6% | -3% | 0 | 0.0 | 0 | 2 | 7
> C#CCOCCOCCOCCNc1nc(N2CCOCC2)nc(N2CCN(C(=O)[C@H](Cc3ccc(O)cc3)n3cc([C@@H](N)C(C)CC)nn3)CC2)n1 (stereo not given in full)
    x | -2 | 0.7% | -7% | -1 | 0.0 | -6 | -2 | -3
> C[C@@H](C(=O)Nc1ccc2c(c1)OCCO2)n1nnc2ccccc2c1=O
    -5 | 12 | 6.1% | -9% | -4 | -0.1 | -6 | -1 | 16
> O=c1nc2ccccn2c2ccc(S(=O)(=O)N3CCCCC3)cc12
    23 | 3 | 20µM* | -7% | -5 | -0.4 | 39 | -2 | 12
> O=C(O)Cc1ccc(C(=O)CSc2ccccc2)s1
    0 | -9 | 4.4% | -12% | -2 | 1.2 | -9 | 2 | -6
> CCc1ccc(-c2cc(C)no2)cc1S(=O)(=O)N1CCN(c2ccccc2)CC1
    18 | -2 | -0.8% | 45%[activator] | -4 | 0.2 | 8 | 5 | -3
> COCCn1c(-c2cc(OC)c(OC)c(OC)c2)nc2oc3cc(OC)ccc3c(=O)c2c1=O
    4 | -2 | u | 1% | -2 | 0.6 | -3 | 0 | 1
> Cc1cc(C)nc(SCC(=O)Nc2ccc3c(c2)OCO3)n1
    2 | -3 | 0.1% | -6% | -6 | -0.4 | -15 | 4 | 2
> COc1ccc(C(=O)Nc2ccnn2C2CCN(C(=O)c3cccnc3)CC2)cc1
    3 | 3 | 1.9% | -2% | -13 | 1.1 | 10 | 2 | 11
> C=Cc1ccc(Cn2c(C(=O)O)c(CNCCc3ccco3)c3ccc(C)cc32)cc1
    -24 | 4 | -3.3% | -16% | 3 | -0.7 | 17 | 1 | -1
> COc1ccc(-c2csc(NC(=O)Cc3cccc4ccccc34)c2C(=O)O)cc1
    -11 | 2 | 2.7% | -5% | 2 | -0.2 | 8 | 1 | -2
> O=C(NNC1=NS(=O)(=O)c2ccccc21)c1ccccc1Cl
    -19 | -6 | 0.1% | -3% | -5 | 0.0 | 1 | 2 | 2
> COc1ccccc1/C=C1\Oc2cc(OC(=O)N3CCOCC3)ccc2C1=O
    8 | -4 | -0.4% | -4% | 1 | -0.1 | -11 | 0 | 10
> O=C(CN1C(=O)NC(c2ccccc2)(c2ccccc2)C1=O)NCCNCCO
    0 | 16 | 1.2% | -5% | 4 | 2.8 | 6 | 5 | 14
> Cc1cc(Br)ccc1OCCCCN1CCCCC1
    -29 | 2 | -0.1% | -7% | -3 | 2.0 | 0 | 28 | -23
> Cc1ccc(-c2noc(-c3ccccc3Br)n2)cc1
    -11 | -3 | 0.7% | u | -1 | 1.4 | 17 | 8 | -6
> Cc1ccc(Cl)cc1NC(=O)c1csnn1
    0 | -2 | -1.5% | -20% | 0 | 0.3 | -12 | -2 | 11
> COc1cc(C(=O)N(Cc2ccccn2)CC2CCCO2)cc(OC)c1OC (stereo not given)
    -6 | 8 | 0.0% | -8% | -6 | 0.3 | 0 | 1 | -5
> CCOC(=O)CC1C(=O)NCCN1C(=S)Nc1ccccc1 (stereo not given)
    -4 | 27 | -1.4% | -5% | -4 | -0.1 | -10 | 6 | 4
> CCOC(=O)c1oc2ccccc2c1CSc1nnc(-c2ccco2)o1
    -23 | -7 | -1.4% | u | -2 | 0.3 | 3 | 9 | -3
> CC(C)C(c1nnnn1C1CCCC1)N1CCN(C(=O)c2ccco2)CC1 (stereo not given)
    -12 | -1 | 1.5% | -8% | -14 | 0.6 | -2 | 1 | 11
> Cn1nnc2c(NCc3ccccc3)ncnc21
    6 | -6 | 6.3% | -7% | -3 | -0.2 | x | 1 | -16
> Cc1ccc(OCC(=O)NC(=S)Nc2cccc(NC(=O)c3ccccc3Cl)c2)cc1
    -2 | 4 | 13% | 6% | 1 | 0.3 | -25 | 5 | -10
> CCc1cccc(C)c1NC(=O)c1cccnc1
    -3 | 9 | -1.8% | -5% | -5 | 0.8 | -32* | 3 | 4
> O=C(C1CCC1)N1CCCc2cc(S(=O)(=O)N3CCN(c4cccc(Cl)c4)CC3)ccc21
    -10 | 3 | 0.1% | 62%[activator] | 2 | 0.6 | 9 | 1 | -5
> O=C(COc1ccc(S(=O)(=O)NC2CCCCC2)cc1Cl)NCc1ccc2c(c1)OCO2
    -4 | 0 | 0.0% | -7% | -4 | 0.7 | 3 | 7 | 2

Shown as labelled records: 3 of the compounds above.
NC(=O)CC(c1ccccc1)c1ccc2c(c1)OCO2 (stereo not given)
  RXFP1 antag: -6; TRHR enhancer: 33*; RXFP1 ag: 1.6%; Apoferritin bind: -3%; D1 PAM: 0; TRHR ag: 0.0; D1 antag: 0; D1 agonist: 2; D2 PAM: 7

CCOC(=O)CC1C(=O)NCCN1C(=S)Nc1ccccc1 (stereo not given)
  RXFP1 antag: -4; TRHR enhancer: 27; RXFP1 ag: -1.4%; Apoferritin bind: -5%; D1 PAM: -4; TRHR ag: -0.1; D1 antag: -10; D1 agonist: 6; D2 PAM: 4

C=Cc1ccc(Cn2c(C(=O)O)c(CNCCc3ccco3)c3ccc(C)cc32)cc1
  RXFP1 antag: -24; TRHR enhancer: 4; RXFP1 ag: -3.3%; Apoferritin bind: -16%; D1 PAM: 3; TRHR ag: -0.7; D1 antag: 17; D1 agonist: 1; D2 PAM: -1

Five entries out of the list, sorted by count of non-hydrogen atoms, low to high:
Sequence of screens: RXFP1 antag | TRHR enhancer | RXFP1 ag | Apoferritin bind | D1 PAM | TRHR ag | D1 antag | D1 agonist | D2 PAM
> NC(=O)CC(c1ccccc1)c1ccc2c(c1)OCO2 (stereo not given)
    -6 | 33* | 1.6% | -3% | 0 | 0.0 | 0 | 2 | 7
> Cc1cc(C)nc(SCC(=O)Nc2ccc3c(c2)OCO3)n1
    2 | -3 | 0.1% | -6% | -6 | -0.4 | -15 | 4 | 2
> O=c1nc2ccccn2c2ccc(S(=O)(=O)N3CCCCC3)cc12
    23 | 3 | 20µM* | -7% | -5 | -0.4 | 39 | -2 | 12
> Cc1ccc(NC(=O)Nc2c(C)n(C)n(-c3ccccc3)c2=O)cc1C
    -3 | -2 | 2.2% | -4% | -3 | 1.3 | 14 | -1 | -2
> O=C(Nc1ccc2c(c1)CCCN2C(=O)c1cccs1)c1ccccc1C(F)(F)F
    -2 | 0 | 0.1% | -20% | -1 | 2.2 | 6 | 2 | 0

Compound activity from PubChem.
